Bioassay records: PubChem, Columbia University Molecular Screening Center
mHtt clearance – clearance of mutant huntingtin inclusions, primary screen, imaging, HeLa Exon1htt(103Q)mCFP, confocal imaging. 47,000 compounds, 0.42% hits. aggregate imaging; zero = plate's median compound well. inhibition, % at 1.5 µM. AID 853, 2007;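 active means inhibition of aggregate fluorescence above about 70%, also judged a hit by eye on the cell image, limit read from the data, passing the limit was not always enough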;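 further: cells exposed to compound for three days before fixation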
mHtt clearance grain fraction – recorded beside mHtt clearance, whose call it bears; fraction fluorescence in grains; measured here: aggregate grain fluorescence fraction; stronger effect = lower value;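 scaled fraction of total cell fluorescence in grains with unit not stated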
Numbers without * were called inactive. An excerpt. The share of hits here may be higher or lower than overall.

SMILES	mHtt clearance	mHtt clearance grain fraction
Cc1ccc2cc3c(NC(=O)C4CCCO4)nn(CC(C)C)c3nc2c1 (stereo unspecified)	30.7	19.3
C=CCc1ccccc1OCC(=O)OCCNC(=O)c1cccnc1	-2.4	44.2
COc1ccc(-c2nc(C#N)c(NCCc3ccccc3)o2)cc1	-0.7	19.3
O=C(c1ccc(N2C(=O)C3CC=C(Cl)CC3C2=O)cc1)N1CCCCC1 (stereo unspecified)	-10.5	21.1
COc1ccc(C(=O)N/C(=C\c2cccs2)c2nc3ccccc3[nH]2)cc1OC	25.4	28.7
Cc1ccc(N2C(=O)C3C(C2=O)C2C=CC3C23CC3)cc1 (stereo unspecified)	-10.6	19.2
CC1(C)CC(=O)c2sc(NC(=O)c3ccc4ncsc4c3)nc2C1	-379.3	196
Cc1ccc2oc(-c3ccc(NC(=O)c4ccc5c(c4)OCO5)cc3)nc2c1	-11.9	21.3
COc1ccc(S(=O)(=O)Nc2nnc(C(C)C)s2)cc1	-42.0	22.9
O=C1CSC(c2cn(-c3ccccc3)nc2-c2cccs2)N1CC1CCCO1 (stereo unspecified)	6.1	18.4
COc1ccc(OC)c(-n2nnnc2SCC(=O)Nc2ccc(C(=O)N3CCCCC3)cc2)c1	1.0	30.4
CCOC(=O)CNC(=O)CN1C(=O)CCS(=O)(=O)c2ccccc21	8.7	19.6
Cn1c(=O)c2c(nc(NCCCO)n2Cc2cccc(C(F)(F)F)c2)n(C)c1=O	61.1	6.93
O=C(Nc1nnc(SCC(=O)N2CCCCC2)s1)c1cccs1	-32.5	48.1
C=CCO/N=C(/C)c1c(O)c(CC)c(-c2ccccc2)n(-c2ccccc2)c1=O	-17.8	22.6
COC(=O)CSc1nc2sc(C)c(C)c2c(=O)n1C	33.6	24
CC(=O)Oc1c2occc2cc2ccc(=O)oc12	-31.5	52
CCOC(=O)c1cc2c(ccn2C)n1Cc1ccccc1C	-26.0	42.2
CCOc1cc2[nH]c(=O)n(CCc3ccc(OC)c(OC)c3)c(=O)c2cc1OCC	8.8	28
COC(=O)CSc1nc(N2CCCCC2)c2c(c1C#N)CCCC2	48.2	9.62
CCOC(=O)Nc1ccc2c(c1)N(C(=O)CCN1CCN(CCO)CC1)c1ccccc1S2	4.1	17.6
CS(=O)(=O)Nc1ccc(C(=O)Nc2ccccc2C(=O)N2CCCC2)cc1	-4.8	20.7
CC(C)(C)C(=O)c1sc(Nc2ccccc2)nc1N	36.0	10.8
Cc1cc(C2C(C#N)=C(N)SC(N)=C2C#N)c(C)s1	-53.4	29.1
Cc1cccc(CN2CCN(C(=O)c3ccccc3F)CC2)c1	50.6	8.82
CCCc1cc(=O)oc2cc(OCC(=O)Nc3cc(C)on3)ccc12	-25.9	45.6
COc1cc(C2c3c(oc4ccccc4c3=O)C(=O)N2c2ccc(C)cn2)ccc1O (stereo unspecified)	-15.9	35.8
Cn1nnc2cc(C(=O)NC(C)(C)C)ccc21	12.8	32.1
Cc1ccc(NC(=O)CS(=O)CC(=O)N(CC(=O)NC2CCCC2)c2cc(C)ccc2C)cc1 (stereo unspecified)	52.8	9.75
CC(C)NC(=O)c1cnc(Sc2ncc(C(F)(F)F)cc2Cl)n1C	22.3	16.4
CCN(CC)c1ccc(NC(=O)CSc2nc3ccccc3c(=O)[nH]2)cc1	21.2	14.8
O=C1SC(SCc2ccccc2)=N/C1=C\c1ccco1	-114.9	43
COc1cc2c(C)nc(C)c(C#N)c2cc1OC	-38.1	28.1
CCCn1nc(C(=O)OCC(=O)c2ccc3c(c2)NC(=O)CO3)c2ccccc2c1=O	-32.7	24.7
Nc1scc(-c2ccncc2)c1Cl	-6.4	19.6
COc1ccc(-n2cnc3cc(NS(=O)(=O)c4ccccc4)ccc32)cc1	36.2	12.8
Brc1c(CSc2nc3ccccc3o2)nc2ncccn12	14.5	33.8
O=C(CN1CCOCC1)Nc1ccccc1Cl	14.5	16.6
CC(=O)C1=C(O)C(=O)N(c2ccc(S(N)(=O)=O)cc2)C1c1ccccc1F (stereo unspecified)	-6.0	40.7
Cc1ccc(S(=O)(=O)NC2=NCN(Cc3cccnc3)CN2)cc1	18.8	29.9
N#Cc1c(N)n(C2CCCCC2)c2nc3ccccc3nc12	8.1	17.6
Cc1noc(C)c1COc1ccc(C(=O)OCC(=O)Nc2ccc3c(c2)OCO3)cc1	-0.2	40
CCCCN(CCCC)Cc1cc2ccccc2c2c1COC2	-20.3	28.1
CC(=O)Nc1ccc2[nH]c(C)cc(=O)c2c1	16.0	16.6
CCOC(=O)N1CCC(NS(=O)(=O)c2ccc3c(c2)oc(=O)n3C)CC1	2.1	33.1

A second format for some results above:
SMILES | mHtt clearance | mHtt clearance grain fraction
O=C(Nc1nnc(SCC(=O)N2CCCCC2)s1)c1cccs1 | -32.5 | 48.1
C=CCO/N=C(/C)c1c(O)c(CC)c(-c2ccccc2)n(-c2ccccc2)c1=O | -17.8 | 22.6
COC(=O)CSc1nc2sc(C)c(C)c2c(=O)n1C | 33.6 | 24
CC(=O)Oc1c2occc2cc2ccc(=O)oc12 | -31.5 | 52
CCOC(=O)c1cc2c(ccn2C)n1Cc1ccccc1C | -26.0 | 42.2
CCOc1cc2[nH]c(=O)n(CCc3ccc(OC)c(OC)c3)c(=O)c2cc1OCC | 8.8 | 28
COC(=O)CSc1nc(N2CCCCC2)c2c(c1C#N)CCCC2 | 48.2 | 9.62
CCOC(=O)Nc1ccc2c(c1)N(C(=O)CCN1CCN(CCO)CC1)c1ccccc1S2 | 4.1 | 17.6
CS(=O)(=O)Nc1ccc(C(=O)Nc2ccccc2C(=O)N2CCCC2)cc1 | -4.8 | 20.7
CC(C)(C)C(=O)c1sc(Nc2ccccc2)nc1N | 36.0 | 10.8
Cc1cc(C2C(C#N)=C(N)SC(N)=C2C#N)c(C)s1 | -53.4 | 29.1
Cc1cccc(CN2CCN(C(=O)c3ccccc3F)CC2)c1 | 50.6 | 8.82
CCCc1cc(=O)oc2cc(OCC(=O)Nc3cc(C)on3)ccc12 | -25.9 | 45.6
COc1cc(C2c3c(oc4ccccc4c3=O)C(=O)N2c2ccc(C)cn2)ccc1O (stereo unspecified) | -15.9 | 35.8
Cn1nnc2cc(C(=O)NC(C)(C)C)ccc21 | 12.8 | 32.1
Cc1ccc(NC(=O)CS(=O)CC(=O)N(CC(=O)NC2CCCC2)c2cc(C)ccc2C)cc1 (stereo unspecified) | 52.8 | 9.75
CC(C)NC(=O)c1cnc(Sc2ncc(C(F)(F)F)cc2Cl)n1C | 22.3 | 16.4
CCN(CC)c1ccc(NC(=O)CSc2nc3ccccc3c(=O)[nH]2)cc1 | 21.2 | 14.8
O=C1SC(SCc2ccccc2)=N/C1=C\c1ccco1 | -114.9 | 43
COc1cc2c(C)nc(C)c(C#N)c2cc1OC | -38.1 | 28.1
CCCn1nc(C(=O)OCC(=O)c2ccc3c(c2)NC(=O)CO3)c2ccccc2c1=O | -32.7 | 24.7
Nc1scc(-c2ccncc2)c1Cl | -6.4 | 19.6
COc1ccc(-n2cnc3cc(NS(=O)(=O)c4ccccc4)ccc32)cc1 | 36.2 | 12.8
Brc1c(CSc2nc3ccccc3o2)nc2ncccn12 | 14.5 | 33.8
O=C(CN1CCOCC1)Nc1ccccc1Cl | 14.5 | 16.6
CC(=O)C1=C(O)C(=O)N(c2ccc(S(N)(=O)=O)cc2)C1c1ccccc1F (stereo unspecified) | -6.0 | 40.7
Cc1ccc(S(=O)(=O)NC2=NCN(Cc3cccnc3)CN2)cc1 | 18.8 | 29.9
N#Cc1c(N)n(C2CCCCC2)c2nc3ccccc3nc12 | 8.1 | 17.6
Cc1noc(C)c1COc1ccc(C(=O)OCC(=O)Nc2ccc3c(c2)OCO3)cc1 | -0.2 | 40
CCCCN(CCCC)Cc1cc2ccccc2c2c1COC2 | -20.3 | 28.1

Carrying on.
SMILES	mHtt clearance	mHtt clearance grain fraction
N#Cc1c(/N=C/N2CCOCC2)sc2c1CCCCC2	-42.1	60.8
CCOc1ccc(S(=O)(=O)N(CC(=O)Nc2cc(C)on2)Cc2ccccc2Cl)cc1	65.7	6.94
NC(=NC(=O)c1ccccc1)C1=C(O)CCC1=O	-15.4	39.7
CCOC(=O)c1ccccc1NC(=O)CN(c1ccccc1OC)S(C)(=O)=O	37.6	24.6
CSc1cccc(NC(=O)c2nnn(Cc3ccccc3)c2N)c1	-34.4	49.4
COCCn1c(CN(Cc2ccccc2)Cc2ccccc2)nc2c1c(=O)n(C)c(=O)n2C	-12.2	40.1
O=C(CCCC(=O)OCC(F)(F)C(F)F)Nc1ccc(NC(=O)CCCC(=O)OCC(F)(F)C(F)F)cc1	-6.1	20.9
COc1ccc(F)cc1S(=O)(=O)NC1CCCCCC1	6.8	20
N#Cc1c(N2CCCCC2)nc(N)c2c(N)nc3c(c12)CC(c1ccccc1)O3 (stereo unspecified)	63.0	13.9
CCn1c(-c2cccc(Br)c2)n[nH]c1=S	-20.4	22
O=C(Nc1ccc2c(c1)OCCO2)c1cncc(Br)c1	-20.6	23.3
O=C(CSc1ncn[nH]1)N(C1CCCCC1)C1CCCCC1	7.4	18.6
O=C(COc1ccc(F)cc1)NCC1CCCO1 (stereo unspecified)	70.6*	5.84*
CCOC(=O)c1cnn(-c2nc(-c3ccc(F)cc3)cs2)c1C(F)(F)F	-45.2	56.4
Nc1cc(-c2ccc(Cl)cc2)nn1S(=O)(=O)c1ccccc1	-3.4	53.8

Continued, overlapping the part above by 3 compounds.
SMILES	mHtt clearance	mHtt clearance grain fraction
O=C(COc1ccc(F)cc1)NCC1CCCO1 (stereo unspecified)	70.6*	5.84*
CCOC(=O)c1cnn(-c2nc(-c3ccc(F)cc3)cs2)c1C(F)(F)F	-45.2	56.4
Nc1cc(-c2ccc(Cl)cc2)nn1S(=O)(=O)c1ccccc1	-3.4	53.8
CCCn1nnnc1-c1cccc(Cl)c1	-27.6	49.6
O=C(Nc1cccc(-c2nc3ccccc3[nH]2)c1)c1ccco1	12.9	35.3
COc1ccccc1N1CCN(C(=O)c2ccncc2)CC1	-5.8	31.7
CCCCC(=O)N1CCCC(C(=O)OCC)C1 (stereo unspecified)	58.5	8.79
CCN(CC)c1ccc2c(C)c(CN3CCOCC3)c(=O)oc2c1	8.1	33.8
CCOC(=O)CSc1nc2sc(C)c(C)c2c(=O)[nH]1	-18.3	24.1
CCOc1cc(CNCCCN2CCOCC2)ccc1OCC(=O)Nc1cccc2ccccc12	43.4	20.1
Clc1cccc(Cl)c1Cn1cnc2c(N3CCCCCC3)ncnc21	37.8	11.6
Cc1ccc(S(=O)(=O)c2nc(-c3cccs3)oc2SCC(N)=O)cc1	57.4	16.7
CC(=O)OC(C(=O)NCc1ccco1)c1ccncc1 (stereo unspecified)	40.9	12.3
CC(C)NC(=O)CCCc1cn(C)c2ccccc12	30.1	29.7
